# Scp-1 inhibitor: Scp-1 phosphatase inhibitors, primary screen, biochemical, colorimetric, uHTS; inhibition, % at 20 µM; AID 493091, 2011; actives 0.88% (n = 340,000); Recombinant Scp1, phosphopeptide, malachite green phosphate absorbance; Carboxy-terminal domain RNA polymerase II polypeptide A small phosphatase 1 (Homo …;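 active means inhibition above about 50% at 20 µM, limit read from the data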;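 further: plate controls were DMSO wells with enzyme for no effect and wells lacking enzyme for full effect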
# Target sequence (Q9GZU7 76-261 limits assumed): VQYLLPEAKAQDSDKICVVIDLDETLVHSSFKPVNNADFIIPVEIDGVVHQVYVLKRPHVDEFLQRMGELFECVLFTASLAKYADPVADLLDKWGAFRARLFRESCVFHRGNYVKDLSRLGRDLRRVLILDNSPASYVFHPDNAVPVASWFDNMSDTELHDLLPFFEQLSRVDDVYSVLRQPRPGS
#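 Times: enzyme reaction 45 min at room temperature, colour 5 min, stabilisation 30 min. Material: SCP-1 catalytic fragment, aa 76-261. Medium: Acidic Tris acetate buffer with magnesium and detergent. Signal: colorimetric free-phosphate detection, absorbance 630 nm. Read-out basis: % inhibition of SCP-1 phosphate liberation. Reagent: Phosphorylated 17-residue peptide substrate.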
# NRP1-CendR mod: modulators of CendR peptide binding to NRP-1, primary screen, biochemical, fluorescence polarization, uHTS | FAM-RPARPAR peptide binding to NRP-1 | inhibition, % at 25 µM | actives 0.85% (n = 360,000);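 active means inhibition or corrected inhibition above about 18%, plus a signal ratio from 0.5 to 1.5, limit read from the data, passing the limit was not always enough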; further: strong numbers were not always called active
# SUMO1 PPI mod: modulators of SUMO1 protein-protein interactions, primary screen, biochemical, uHTS | Small ubiquitin-related modifier 1 (Homo sapiens), P63165 | SUMO1 binding to a labelled peptide, TR-FRET, 1 h | inhibition, % at 20 µM | actives 0.33% (n = 360,000) | AID 602429, 2012; in the data active means inhibition above about 37%
# Target sequence (P63165 whole entry, looked up): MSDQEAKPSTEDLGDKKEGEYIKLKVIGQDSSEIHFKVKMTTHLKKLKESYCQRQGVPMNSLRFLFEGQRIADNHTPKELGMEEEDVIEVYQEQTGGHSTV
# NadD block: inhibitors of S. aureus NadD, primary screen, biochemical, colorimetric, uHTS. inhibition, % at 20 µM. Nicotinate-nucleotide adenylyltransferase NadD (Staphylococcus aureus N315). actives 0.78% (n = 360,000). purified NadD enzyme, colorimetric absorbance read-out; in the data active means inhibition above about 26%; further: some compounds past the cut are filed as inactive
# LMPTP inh: LMPTP phosphatase inhibitors, primary screen, biochemical, fluorescence intensity, uHTS | Low molecular weight phosphotyrosine protein phosphatase (Homo sapiens), P24666 | recombinant LMPTP-A, OMFP fluorogenic substrate | inhibition, % at 20 µM | actives 0.22% (n = 360,000);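 active means compounds that cut the enzyme signal by at least half of the control window in the single-dose screen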;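 further: plate controls were DMSO wells with enzyme plus substrate for no effect and substrate without enzyme for full effect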
# Target sequence (P24666 whole entry, looked up): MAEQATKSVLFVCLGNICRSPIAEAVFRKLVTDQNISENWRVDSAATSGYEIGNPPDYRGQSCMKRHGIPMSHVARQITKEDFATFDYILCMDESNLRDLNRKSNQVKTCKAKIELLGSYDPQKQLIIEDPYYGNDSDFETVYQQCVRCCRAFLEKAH
#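 Buffer or medium: Bis-Tris pH 6.0, DTT, detergent; Assay system: LMPTP-A enzyme; Quantity: 0.625 nM enzyme; Detection: endpoint fluorescence intensity; Times: 50 min dark incubation at room temperature; Controls: substrate-only low control, DMSO enzyme-plus-substrate high control; Doses: single 20 µM dose; Read-out: percent inhibition versus substrate-only and uninhibited controls; Reagent: 400 µM OMFP.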
# Rpn11 block: Rpn11 (PSMD14) deubiquitinase inhibitors, primary screen, biochemical, fluorescence polarization, uHTS | 26S proteasome non-ATPase regulatory subunit 14 (Homo sapiens), O00487 | actives 0.59% (n = 360,000) | human 26S proteasome, Ub4-pepOG fluorescence polarization; 20S core pre-blocked with epoxomicin | calls only at 20 µM;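 active means inhibition at 20 µM, scaled to each plate's controls, above about 33%, limit read from the data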
# Target sequence (O00487 whole entry, looked up): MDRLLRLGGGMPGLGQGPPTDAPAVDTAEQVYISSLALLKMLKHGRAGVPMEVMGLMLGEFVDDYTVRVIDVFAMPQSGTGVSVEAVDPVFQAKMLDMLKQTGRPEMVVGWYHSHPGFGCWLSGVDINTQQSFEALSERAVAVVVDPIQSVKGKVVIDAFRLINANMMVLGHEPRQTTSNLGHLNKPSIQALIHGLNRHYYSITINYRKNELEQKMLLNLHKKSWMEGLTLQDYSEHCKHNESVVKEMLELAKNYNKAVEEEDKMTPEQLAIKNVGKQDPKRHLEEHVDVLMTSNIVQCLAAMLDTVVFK
# MT1-MMP act inh: blockers of MT1-MMP proenzyme processing, primary screen, HT1080 RFP-PRO-GFP cells, GFP/RFP fluorescence; actives 0.061% (n = 360,000); GFP/RFP ratio change, % at 20 µM; Matrix metalloproteinase-14 (Homo sapiens), P50281; GFP/RFP ratio fluorescence, overnight; percent of plate control window, DMSO zero;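 active means GFP/RFP ratio change of at least 30% with cell ATP level not reduced by more than half and red fluorescence within 50% of control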; further: strong numbers were not always called active
#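 Read-out: GFP/RFP fluorescence ratio; Test system: RFP-PRO-GFP reporter HT1080 cells; Compound dosing: single-point 20 µM compound, 1% DMSO; Times: overnight compound exposure at 37 °C.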
# DNMT1 block: human DNMT1 methyltransferase inhibitors, primary screen, biochemical, molecular beacon, fluorescence, HinP1I cleavage, uHTS. inhibition (reported as % activation of signal), % at 10 µM. actives 0.83% (n = 360,000). AID 588458, 2011; in the data active means inhibition above about 50%
# SKN-1 block: suppressors of acrylamide-induced Pgst-4::GFP reporter in worms, primary screen, SKN-1 inhibitor project, whole organism, uHTS, GFP/RFP fluorescence ratio, strain VP596. actives 0.49% (n = 360,000). C. elegans VP596 Pgst-4::GFP/RFP ratio, 24 h. inhibition, % at 21.8 µM;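 active means interference check ratio from 0.5 to 1.5 plus GFP to RFP signal ratio inhibition reaching or exceeding a fixed threshold, cut at about 30% in these data, passing the limit was not always enough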; further: some compounds called inactive have numbers as strong as hits
# STEP inh: STEP phosphatase inhibitors, primary screen, biochemical, fluorescence intensity, uHTS; Tyrosine-protein phosphatase non-receptor type 5 (Homo sapiens), P54829; recombinant STEP, OMFP fluorogenic substrate; inhibition, % at 20 µM; actives 0.25% (n = 360,000); AID 588621, 2011;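 active means inhibition at 20 µM, scaled per plate between control wells, above about 37%, limit read from the data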;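 further: 0% = DMSO with enzyme and substrate and 100% = substrate only without enzyme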
#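 System: isolated STEP enzyme; schedule: 20 min enzyme reaction at room temperature, protected from light; medium: Bis-Tris buffer pH 6.0, 2.5 mM DTT, 0.005% Tween 20; signal: fluorescence, 480/540 nm; dosing: single compound dose of 20 µM, 1% DMSO final; also added: OMFP substrate, 25 µM final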
# An asterisk follows results filed as active; i = inactive; x = not tested or not shown.
SMILES,Scp-1 inhibitor,NRP1-CendR mod,SUMO1 PPI mod,NadD block,LMPTP inh,Rpn11 block,MT1-MMP act inh,DNMT1 block,SKN-1 block,STEP inh
N#Cc1ccc(CN2CCN(C(=O)CC(NC(=O)c3ccccc3)c3ccccc3)CC2)cc1 (stereo not drawn),-8,4,3,0,-1.0,i,3,0,17,-2
CCOC(=O)c1sc2ncnc(NCc3ccco3)c2c1C,1,-42,-3,2,-2.7,i,-7,6,16,4
C/C=C(\C)C(=O)Nc1cccc(C2=NOC3(C2)C[C@H](C(N)=O)N(C(=O)C(c2ccccc2)c2ccccc2)C3)c1 (stereo partly drawn),-2,-9,1,5,0.5,i,-1,-7,12,1
CC(C)(CNCc1ccccc1)NS(=O)(=O)c1ccc(Cl)cc1,-8,-4,3,-7,-1.1,i,-1,3,3,2
COc1ccc2ccccc2c1/C=N/NC(=O)CC1(C)OCCCO1,-7,0,-12,6,-0.9,i,1,-12,-1,-1
Cc1ccccc1N(C(=O)CS(=O)CC(=O)Nc1ccc(F)cc1)C(C)C(=O)NC(C)(C)C (stereo not drawn),2,15,3,-16,-1.4,i,-3,-1,6,-2
O=C(O)c1ccc(-n2c(-c3cc(C4CC4)[nH]n3)n[nH]c2=S)cc1,1,-4,7,-7,-2.0,i,0,0,2,3
COc1ccc(NS(=O)(=O)c2ccc3nc(COc4ccc(Cl)c(C)c4)[nH]c3c2)cc1,11,-4,-1,23,2.6,i,7,-30,10,-4
CCN1C(=O)C(C(=O)NC(C)c2ccccc2)C2CC1(C)Oc1ccccc12 (stereo not drawn),-5,-2,-1,-4,-0.2,i,5,4,-9,-3
Cc1ccc(CNC(=O)[C@@H](NC(=O)C2CCN(C(=O)[C@@H](N)CC(C)C)CC2)C(C)C)cc1,-1,-11,4,-3,-0.2,i,-2,-3,13,-1
CCCCCn1c(SC(C)C(C)=O)nc2c1c(=O)[nH]c(=O)n2C (stereo not drawn),-3,4,8,-3,-1.7,i,0,5,0,-5
CCCc1c(CC)c(=N)c2ccccc2n1C,17,1,1,1,11,i,1,-1,0,4
O=C1c2ccccc2S(=O)(=O)N1CC1CC(c2ccc(Cl)cc2)=NO1 (stereo not drawn),-21,20,-2,-7,-1.4,i,7,-6,10,-2
O=C(CSc1ncccn1)N1CCCCCC1,-2,-5,2,3,-1.1,i,-1,2,4,0
Cc1cccc(N2CC(C(=O)Nc3ccc(S(=O)(=O)N4CCOCC4)cc3)CC2=O)c1C (stereo not drawn),-2,1,4,-4,0.3,i,-1,-3,22,1
CCn1cc(C(=O)OCC(=O)N(C)C2CCS(=O)(=O)C2)c(=O)c2ccc(C)nc21 (stereo not drawn),-2,-4,-3,-2,-1.9,i,1,1,-8,-6
CC(=O)c1ccc(NC(=S)Nc2ccc(Br)c(Cl)c2)cc1,0,8,2,1,-0.2,i,3,-1,-9,-2
O=C(NCc1ccc(F)cc1)C1CCCN(C(=O)Nc2ccc(F)cc2)C1 (stereo not drawn),2,6,0,-4,-0.1,i,6,1,0,-1
O=C(Cc1ccc(Cl)cc1)Nc1cccc(S(=O)(=O)N2CCCCC2)c1,-15,6,1,-2,2.9,i,2,-6,19,-1
C[C@@H]1CCCN1[C@H]1CS(=O)(=O)N[C@@H]1COCc1ccccc1,x,-3,0,-6,-1.4,i,3,-6,11,-2

# Copied from the listing (13 entries):
SMILES,Scp-1 inhibitor,NRP1-CendR mod,SUMO1 PPI mod,NadD block,LMPTP inh,Rpn11 block,MT1-MMP act inh,DNMT1 block,SKN-1 block,STEP inh
COc1ccc(NS(=O)(=O)c2ccc3nc(COc4ccc(Cl)c(C)c4)[nH]c3c2)cc1,11,-4,-1,23,2.6,i,7,-30,10,-4
CCN1C(=O)C(C(=O)NC(C)c2ccccc2)C2CC1(C)Oc1ccccc12 (stereo not drawn),-5,-2,-1,-4,-0.2,i,5,4,-9,-3
Cc1ccc(CNC(=O)[C@@H](NC(=O)C2CCN(C(=O)[C@@H](N)CC(C)C)CC2)C(C)C)cc1,-1,-11,4,-3,-0.2,i,-2,-3,13,-1
CCCCCn1c(SC(C)C(C)=O)nc2c1c(=O)[nH]c(=O)n2C (stereo not drawn),-3,4,8,-3,-1.7,i,0,5,0,-5
CCCc1c(CC)c(=N)c2ccccc2n1C,17,1,1,1,11,i,1,-1,0,4
O=C1c2ccccc2S(=O)(=O)N1CC1CC(c2ccc(Cl)cc2)=NO1 (stereo not drawn),-21,20,-2,-7,-1.4,i,7,-6,10,-2
O=C(CSc1ncccn1)N1CCCCCC1,-2,-5,2,3,-1.1,i,-1,2,4,0
Cc1cccc(N2CC(C(=O)Nc3ccc(S(=O)(=O)N4CCOCC4)cc3)CC2=O)c1C (stereo not drawn),-2,1,4,-4,0.3,i,-1,-3,22,1
CCn1cc(C(=O)OCC(=O)N(C)C2CCS(=O)(=O)C2)c(=O)c2ccc(C)nc21 (stereo not drawn),-2,-4,-3,-2,-1.9,i,1,1,-8,-6
CC(=O)c1ccc(NC(=S)Nc2ccc(Br)c(Cl)c2)cc1,0,8,2,1,-0.2,i,3,-1,-9,-2
O=C(NCc1ccc(F)cc1)C1CCCN(C(=O)Nc2ccc(F)cc2)C1 (stereo not drawn),2,6,0,-4,-0.1,i,6,1,0,-1
O=C(Cc1ccc(Cl)cc1)Nc1cccc(S(=O)(=O)N2CCCCC2)c1,-15,6,1,-2,2.9,i,2,-6,19,-1
C[C@@H]1CCCN1[C@H]1CS(=O)(=O)N[C@@H]1COCc1ccccc1,x,-3,0,-6,-1.4,i,3,-6,11,-2

# (next part)
SMILES,Scp-1 inhibitor,NRP1-CendR mod,SUMO1 PPI mod,NadD block,LMPTP inh,Rpn11 block,MT1-MMP act inh,DNMT1 block,SKN-1 block,STEP inh
CCOC(=O)C1=C(C)NC(=O)NC1/C=C/c1ccccc1OC (stereo not drawn),9,-9,0,-1,0.1,i,0,0,-4,0
Fc1cccc(F)c1-c1nc2c(s1)CCc1onc(-c3ccc(Br)cc3)c1-2,-12,-4,1,0,0.3,i,0,0,13,0
Cc1cnc(N)nc1-c1ccccc1,x,8,4,-3,-0.9,i,-4,2,19,-3
Cc1ccc(NC(=O)C2=NNC(=O)CC2)cc1F,0,-6,-1,-5,-2.7,i,-1,1,-8,3
O=C(NCC(c1ccc(F)cc1)N1CCOCC1)c1ccc(Br)o1 (stereo not drawn),10,6,1,-4,-0.1,i,0,9,7,2
COc1ccc(-c2nn(-c3ccccc3)cc2C2CC(c3cccs3)=NN2C(=O)CCC(=O)O)cc1 (stereo not drawn),-16,-8,-16,16,-0.5,i,15,-2,14,4
O=C(N=C1SC2CS(=O)(=O)CC2N1c1ccc(Cl)cc1Cl)C1CC1 (stereo not drawn),-6,14,4,1,-0.9,i,1,3,26,-3
Cc1ccc(C)c(S(=O)(=O)NCCCN2CCOCC2)c1,-4,12,-3,-6,-3.5,i,-1,3,0,-2
CC(C)(C)c1ccccc1NC(=S)NCc1ccccc1,-7,0,-1,-5,0.5,i,-1,3,5,22
Cc1c(NC(=O)c2c(N)sc3c2CCCC3)c(=O)n(-c2ccccc2)n1C,3,-14,0,-3,1.2,i,-2,-5,4,2
CC[N+](CC)(CC(=O)Nc1c(C)cccc1C)Cc1ccccc1,-6,-2,2,0,-1.0,i,-1,4,-10,-1
CCNS(=O)(=O)c1ccc(CCC(=O)N2CCN(Cc3ccccc3)CC2)cc1,-5,-1,0,-2,-0.7,i,1,0,10,1
COc1cccc(NC(=O)c2nc3nc(C)cc(C(F)F)n3n2)c1,-4,-2,1,1,1.9,i,4,1,-7,1
COCCCNC(=O)CN(c1cc(Cl)ccc1OC)S(=O)(=O)c1ccc(C)c([N+](=O)[O-])c1,-6,-19,-11,-2,-0.7,i,0,-4,14,0
O=C(O)c1ccc(S(=O)(=O)c2ccc3c(c2)C(=O)N(NC(=O)c2ccncc2)C3=O)cc1,-2,-17,-14,-1,-2.3,i,1,-6,-10,0
CCCOC(=O)Cn1cnc2scc(-c3ccc(OC)cc3)c2c1=O,1,-10,0,-7,1.4,i,-3,-4,9,-1
CC1=CC(=NOS(=O)(=O)c2ccc(C)cc2)CC(C)(C)C1,x,7,1,3,-0.8,i,3,-1,14,-2
O=C(COC(=O)Cc1ccc(Cl)cc1)Nc1cc(S(=O)(=O)N2CCOCC2)ccc1N1CCCC1,-5,44*,2,1,0.2,i,4,-3,-7,1
CSc1ccc(/C=N/Nc2nc(C)cc(=O)[nH]2)cc1,-3,-9,-21,-4,-0.4,i,0,1,8,6
COc1ccccc1OCCNC(=O)CCNC(=O)c1ccccc1OC,-11,8,-1,3,-9.7,i,-2,-1,11,1
COc1ccccc1NC(=O)c1c(O)c2ccccc2[nH]c1=O,11,-6,-3,-4,3.2,i,5,17,-16,0
COCCNC(=S)N(CCc1c(C)[nH]c2ccc(C)cc12)Cc1cccnc1,-7,9,1,-4,-0.9,i,0,-2,1,-2
CC1=CC(=O)C2=C(C)CC[C@@H]3[C@H](OC(=O)[C@H]3C)[C@@H]12,1,0,0,-6,-1.3,i,-1,-2,5,0

# Taken from above.
# COCCCNC(=O)CN(c1cc(Cl)ccc1OC)S(=O)(=O)c1ccc(C)c([N+](=O)[O-])c1 – SUMO1 PPI mod = -11
# O=C(NCC(c1ccc(F)cc1)N1CCOCC1)c1ccc(Br)o1 (stereo not drawn) – NRP1-CendR mod = 6
